Mito fusion act – mitochondrial division inhibition or fusion activation; 320,000 tested, 0.23% active; Potency, µM (doses to about 46.1 µM), inactives show at the top dose growth rescue (activation), actives largely listed as activators; AID 485298; S. cerevisiae fusion-defective mutant growth rescue, CellTiterGlo 48 h;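 further: potency means the concentration at half of the fitted maximal effect; % of control where 0% means no effect; nearly all actives have a fitted effect of over 45% in size; temperature-sensitive fusion mutants such as fzo1-1 at 37 °C on non-fermentable ethanol glycerol medium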
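Read-out: ATP-based luminescence (CellTiterGlo, 10 min ambient) reporting growth of fusion-defective ts yeast after 48 hours at 37C on glycerol/ethanol YPEG medium in the presence of compound.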
PTAP TSG101 blk – blocks PTAP/TSG101 interaction to inhibit HIV-1 budding; Potency, µM (top dose mostly 115 µM), for inactives: top-dose activity change, negative = inhibition, actives largely listed as inhibitors; 340,000 tested, under 10 active; Q99816; Fluorescence polarization, FITC-PTAP peptide / Tsg101 binding; active means well fitted inhibition curve with a large enough effect in the main read-out, with a control signal flat, not every such curve was filed as active; inconclusive means small, poorly fitted or top-dose-only effect, or effect the other way, or a change in a side signal; inactive means no such curve, though single readings can be large or run the other way; further: potency means the concentration at half of the fitted maximal effect; % of control where 0% means no effect
Target sequence (Q99816 whole entry, looked up): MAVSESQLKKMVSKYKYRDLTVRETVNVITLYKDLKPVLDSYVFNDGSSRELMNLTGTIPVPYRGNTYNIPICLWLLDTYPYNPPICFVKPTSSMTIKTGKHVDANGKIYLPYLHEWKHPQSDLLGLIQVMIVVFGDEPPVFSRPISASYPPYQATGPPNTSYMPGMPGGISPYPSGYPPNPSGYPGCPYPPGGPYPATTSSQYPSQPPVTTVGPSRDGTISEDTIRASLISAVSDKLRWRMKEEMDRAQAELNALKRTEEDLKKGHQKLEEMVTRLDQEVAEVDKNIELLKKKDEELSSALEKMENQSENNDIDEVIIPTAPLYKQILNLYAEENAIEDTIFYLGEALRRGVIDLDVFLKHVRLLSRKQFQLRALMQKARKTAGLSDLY
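Fluorescence polarization binding of Tsg101 binding domain (10 uM final) to FITC-labeled PTAP peptide (50 nM final) in HEPES pH 7.5 buffer with NaCl, Tween 20, EDTA, TCEP. Compounds added before peptide; binding 20 min at RT.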
a7 integrin act – activators of alpha7 integrin expression for muscular dystrophy. alpha7betagal myoblasts, beta-gal FDG fluorescence, 48 h. Potency, µM (titrated, usually from 38.3 µM), inactives show at the highest dose activation, most hits filed as activators. 350,000 tested, 0.064% active;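 further: potency means the concentration at half of the fitted maximal effect; 100% = response of the positive control SU9516; nearly all actives have a fitted effect of over 60% in size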
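alpha7betagal+/- myoblasts (passage 13, 250/well) treated 48 h at 37C with compounds at 1:260 dilution of DMSO stock. Lysed, then beta-galactosidase activity read as FDG fluorescence (ex 480/em 540) after 30 min, with pre-read for autofluorescence.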
Eya2 inh – inhibitors of human Eya2 phosphatase activity; Potency, µM (series often up to 76.9 µM), for inactives: top-dose activity, negative = inhibition, most hits filed as inhibitors; 330,000 tested, 0.006% active; recombinant Eya2, OMFP fluorescence dephosphorylation (OMFP is methylfluorescein phosphate); O00167; further: potency means the concentration at half of the fitted maximal effect; on the % scale 0 is the no-effect control and ±100 the full control effect
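Eya2 (0.2 uM) preincubated 10 min at ambient with compound, then OMFP substrate added at 50 uM; 10 min reaction in 50 mM HEPES pH 7.5, 50 mM NaCl, 5 uM MgCl2, 0.05% BSA, 1 mM DTT. Fluorescence read at Ex 485/Em 525 nm.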
TSHR antag – human thyrotropin receptor antagonism; TSHR-expressing cells, TSH-stimulated cAMP HTRF, 2 h; hits give low values; AID 504810; P16473; activity change, negative = inhibition, % at 11.5 µM; 330,000 tested, 0.2% active;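 active means activity change below a set negative limit, meaning inhibition stronger than a set level, cut at about -70% in these data; inconclusive means activity change between two set negative limits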; further: on the % scale 0 is the no-effect control and ±100 the full control effect
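Inhibition of cAMP made by TSHR-expressing cells under TSH stimulation (4nM final, EC80; 2 h, 37 deg C) is quantified with a one-step lysis HTRF kit, anti-cAMP cryptate versus cAMP-d2.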
ELG1 repair inh – ELG1-dependent DNA repair inhibition. HEK293T ELG1-luciferase reporter, luminescence, 16 h; DNA damage induced by 5-fluorouridine. Potency, µM (highest dose often 46.1 µM), inactives show top-dose activity change, negative = inhibition, actives largely listed as inhibitors. 330,000 tested, 2.3% active. AID 504467; further: potency means the concentration at half of the fitted maximal effect; on the % scale 0 is the no-effect control and ±100 the full control effect; nearly all actives have a fitted effect of over 55% in size
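DMSO vehicle served as the neutral condition. Each well held 2,000 cells given 5-fluorouridine plus compound; after 16 hr at 37 °C/5% CO2, ONE-Glo was added and luciferase measured 30 min later.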
TCR activator – activates T cell receptor signaling. 330,000 tested, under 10 active. AID 504894. Potency, µM (series often up to 9.22 µM), for inactives: at the top dose activation of IL-2 secretion, hits mostly activators. primary human leukocytes, anti-CD3, IL-2 HTRF, 48 h; further: % of control where 0% means no effect
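Primary human leukocytes incubated 48 hr with anti-CD3 beads plus compound, without co-stimulation. Secreted IL-2 measured by HTRF (europium cryptate/d2 anti-IL-2 pair, 320 nm excitation, 665 nm emission).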
ASM inhibitor – inhibitors of human secretory acid sphingomyelinase; Potency, µM (titrated, usually from 57.5 µM), for the others: top-dose activity change, negative = inhibition, hits mostly inhibitors; 340,000 tested, 0.006% active; placental ASM, HMU-PC fluorogenic substrate, 60 min; further: potency means the concentration at half of the fitted maximal effect
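Human placenta-derived ASM enzyme was preincubated with compound for 10 minutes at room temperature, then given fluorogenic substrate HMU-PC0 (9 uM final) for 60 minutes at 37 °C; a pH 10 stop preceded fluorescence reading at Ex 386/Em 447 nm.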
A-T KAP1 phos – candidate therapy for ataxia-telangiectasia. […] A-T fibroblasts, KAP-1 phosphorylation AlphaLISA; neocarzinostatin DNA damage 30 min before lysis. Potency, µM (highest dose often 57.5 µM), for the others: at the highest dose activation, actives largely listed as activators. 320,000 tested, 0.19% active; further: potency means the concentration at half of the fitted maximal effect; % of control where 0% means no effect; nearly all actives have a fitted effect of over 45% in size
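ATM-like activity read as KAP-1 phosphorylation via AlphaLISA donor/acceptor antibody pairs after lysis and 6 hr at 25C. Cells were ATM-null patient fibroblasts ([…], hTERT), dosed 60 min, then exposed to the DSB inducer NCS for 30 min.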
BCR signal inh – chronic active BCR signaling inhibition | Potency, µM (titrated, usually from 46.1 µM), inactives show at the top dose ratio change, negative = lower green/red ratio, usual class: inhibitors | ABC-DLBCL IkBa-CBG/CBR reporter, luminescence ratio, 4 h | 340,000 tested, 0.05% active | AID 493014; active means well fitted inhibition curve with a large enough effect in the signal ratio, with a control signal flat, not every such curve was filed as active; inconclusive means small, poorly fitted or top-dose-only effect, or effect the other way, or a change in a side signal; the % refers to the signal ratio;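 further: potency means the concentration at half of the fitted maximal effect; plate controls were basal doxycycline-induced cells for no effect and cells given 10 µM MG132 for full effect; MG132 reads +100%, hits lower the ratio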
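TMD8 ABC-DLBCL cells carrying doxycycline-inducible green luciferase fused to IkappaBalpha plus unfused red luciferase were exposed to compounds (up to 46 uM) for 4 hrs at 37C. Activity came from the overlap-corrected green/red luminescence ratio.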
Tb PFK inh – blocks T. brucei phosphofructokinase | O15648 | T. brucei PFK, ADP-Glo luminescence | Potency, µM (series often up to 57.5 µM), without a hit: at the highest dose activity, negative = inhibition, hits mostly inhibitors | 330,000 tested, 0.17% active | AID 485367;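 further: potency means the concentration at half of the fitted maximal effect; 0% = uninhibited 1x PFK enzyme wells and -100% = no-enzyme wells; nearly all actives have a fitted effect of over 60% in size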
Target sequence (O15648 whole entry, looked up): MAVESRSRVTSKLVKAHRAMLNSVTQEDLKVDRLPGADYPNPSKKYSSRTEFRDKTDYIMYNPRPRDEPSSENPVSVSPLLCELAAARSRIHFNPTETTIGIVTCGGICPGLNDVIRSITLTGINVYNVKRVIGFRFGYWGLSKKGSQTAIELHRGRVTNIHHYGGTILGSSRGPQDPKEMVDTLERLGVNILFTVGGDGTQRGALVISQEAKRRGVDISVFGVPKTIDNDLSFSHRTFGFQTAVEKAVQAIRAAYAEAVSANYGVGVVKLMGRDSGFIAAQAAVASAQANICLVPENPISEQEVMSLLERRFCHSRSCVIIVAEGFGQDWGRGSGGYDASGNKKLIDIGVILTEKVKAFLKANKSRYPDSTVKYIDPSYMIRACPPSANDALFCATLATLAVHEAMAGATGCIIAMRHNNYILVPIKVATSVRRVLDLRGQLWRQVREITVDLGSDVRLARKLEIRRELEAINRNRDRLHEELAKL
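Compounds were pin-transferred as a titration series up to 57 uM into substrate buffer (0.5 mM F6P, 0.1 mM ATP, pH 8.0), then 1.25 nM PFK was added and reactions ran 45 min before ADP-Glo detection.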
Active calls of the source: *; & = joins results of further samples; [ ] = another dose, or the depositor's remark. Unless noted, the call rests on the fitted dose curve; in most records, active means well fitted curve in the direction sought with a large enough effect; inconclusive means small, poorly fitted or top-dose-only effect, or another doubt; inactive means no such curve, though single readings can be large; an effect the other way counts as inactive or inconclusive. Not a hit list; 3.2% or so of the library scored in one or more.

How did CCN(CC)S(=O)(=O)c1ccc(C(=O)Oc2cc(C)[nH]c(=O)c2[N+](=O)[O-])cc1 do in these assays?
Mito fusion act: -4.2%; PTAP TSG101 blk: -3.3%; a7 integrin act: -12.1%; Eya2 inh: -4.6%; TSHR antag: 2.1; ELG1 repair inh: 2.0%; TCR activator: -0.7%; ASM inhibitor: 2.2%; A-T KAP1 phos: 2.1%; BCR signal inh: 7.9%; Tb PFK inh: -2.1%

What do the screens show for `N=C(N)c1ccc(N)cc1`?
Mito fusion act: 7.7%&3.8%; PTAP TSG101 blk: 0.6%; Eya2 inh: -5.7%&9.7%; TSHR antag: -3.8&0.2; ELG1 repair inh: inconclusive; TCR activator: 6.2%; ASM inhibitor: 2.1%; A-T KAP1 phos: 2.0%; BCR signal inh: 0.9%; Tb PFK inh: -7.8%

Results for CC(=O)c1c(C)[nH]c(C(=O)CN2CCN(S(=O)(=O)c3ccc(C(C)C)cc3)CC2)c1C ?
Mito fusion act: 0.1%; PTAP TSG101 blk: -8.1%; a7 integrin act: -26.4%; Eya2 inh: -4.1%; TSHR antag: -2.4; ELG1 repair inh: inconclusive; TCR activator: -0.5%; ASM inhibitor: -5.2%; A-T KAP1 phos: 2.9%; BCR signal inh: 6.0%; Tb PFK inh: -4.2%

How did Nc1cc(=O)[nH]c(SCCSc2ccccc2)n1 do in these assays?
Mito fusion act: -1.4%; PTAP TSG101 blk: -4.9%; a7 integrin act: -2.5%; Eya2 inh: -4.7%; TSHR antag: 5.9; ELG1 repair inh: -10.8%; TCR activator: -5.7%; ASM inhibitor: -2.6%; A-T KAP1 phos: 7.8%; BCR signal inh: 1.3%; Tb PFK inh: -2.1%

Results for Cc1nc(C)n(CC(=O)N2CCCC(C(=O)c3cccc4ccccc34)C2)n1 (stereo not given) ?
Mito fusion act: 4.9%; PTAP TSG101 blk: -1.2%; a7 integrin act: -12.4%; Eya2 inh: 2.6%; TSHR antag: 6.8; ELG1 repair inh: 2.6%; TCR activator: 3.2%; ASM inhibitor: -0.3%; A-T KAP1 phos: -1.8%; BCR signal inh: -0.7%; Tb PFK inh: 4.3%

How did O=c1c2[nH]c3ccc(Br)cc3c2ncn1CCCn1ccnc1 do in these assays?
Mito fusion act: 0.3%; PTAP TSG101 blk: -6.2%; a7 integrin act: 0.0%; Eya2 inh: -12.3%; TSHR antag: -26.9; ELG1 repair inh: 8.7%; TCR activator: 1.9%; ASM inhibitor: -3.0%; A-T KAP1 phos: -1.6%; BCR signal inh: -8.0%; Tb PFK inh: -0.7%

How did O=C(NCCc1ccccc1)C1=COCCO1 do in these assays?
Mito fusion act: 3.4%; PTAP TSG101 blk: -3.3%; a7 integrin act: 17.7%; Eya2 inh: -3.3%; TSHR antag: -7.2; ELG1 repair inh: inconclusive; TCR activator: -1.4%; ASM inhibitor: 2.6%; A-T KAP1 phos: 5.9%; BCR signal inh: 1.6%; Tb PFK inh: 0.1%

How did Cc1ccc(SCCC(=O)N(C)C)cc1 do in these assays?
Mito fusion act: -2.3%; PTAP TSG101 blk: -13.3%; a7 integrin act: 0.1%; Eya2 inh: -0.6%; TSHR antag: 2.0; ELG1 repair inh: inconclusive; ASM inhibitor: -1.4%; A-T KAP1 phos: 1.3%; BCR signal inh: 5.6%; Tb PFK inh: -11.9%

Results for O=C(Nc1ccc2c(c1)OCO2)C1CCCCN1S(=O)(=O)c1ccccc1 (stereo not given) ?
Mito fusion act: 1.3%; PTAP TSG101 blk: -6.0%; a7 integrin act: -2.4%; Eya2 inh: 0.5%; TSHR antag: -1.5; ELG1 repair inh: 9.0%; TCR activator: -0.5%; ASM inhibitor: -1.0%; BCR signal inh: 10.2%; Tb PFK inh: -3.0%

How did CC1=N/C(=C/c2ccc([N+](=O)[O-])cc2)C(=O)N1c1ccc(Cl)cc1Cl do in these assays?
Mito fusion act: -1.1%; PTAP TSG101 blk: -2.2%; a7 integrin act: -13.4%; Eya2 inh: -2.3%; TSHR antag: -0.1; ELG1 repair inh: 10.2%; TCR activator: 3.3%; ASM inhibitor: -9.7%; A-T KAP1 phos: -1.6%; BCR signal inh: -15.0%; Tb PFK inh: 3.3%

Results for CC(CC(=O)OCC(=O)NCc1ccc(Cl)cc1)c1ccccc1 (stereo not given) ?
Mito fusion act: 4.3%; PTAP TSG101 blk: -2.6%; a7 integrin act: -6.3%; Eya2 inh: 2.9%; TSHR antag: 1.8; ELG1 repair inh: 8.2%; TCR activator: -4.7%; ASM inhibitor: -1.7%; A-T KAP1 phos: 5.2%; BCR signal inh: -0.8%; Tb PFK inh: 4.4%

Results for CCN1CCC(C(=O)NC2CCCC2)(N(Cc2cccs2)C(=O)Cn2nnc3ccccc32)CC1 ?
Mito fusion act: 0.7%; Eya2 inh: -4.3%; TSHR antag: 2.0; ELG1 repair inh: -0.4%; A-T KAP1 phos: 3.5%; BCR signal inh: -0.3%; Tb PFK inh: 2.8%

Results for O=C(CCC1CC(=O)Nc2ccccc21)NCc1ccccc1 (stereo not given) ?
Mito fusion act: -0.4%; PTAP TSG101 blk: -8.0%; a7 integrin act: 6.2%; Eya2 inh: 13.0%; TSHR antag: 0.3; ELG1 repair inh: 6.2%; TCR activator: -1.8%; ASM inhibitor: 5.9%; A-T KAP1 phos: 8.6%; BCR signal inh: -8.9%; Tb PFK inh: -4.1%

What do the screens show for `COC(=O)c1cccc(NC(=O)c2ccco2)c1`?
Mito fusion act: 6.7%; PTAP TSG101 blk: -4.0%; a7 integrin act: 5.2%; Eya2 inh: -0.7%; TSHR antag: 1.3; ELG1 repair inh: inconclusive; TCR activator: 5.5%[46.1 µM]; ASM inhibitor: 0.8%; A-T KAP1 phos: -1.1%; BCR signal inh: inconclusive; Tb PFK inh: 4.7%

What do the screens show for `CCOC(=O)N1CCN(C(=O)c2ccc3c(SCC(=O)O)c4c(nc3c2)CCCC4)CC1`?
Mito fusion act: -5.5%; PTAP TSG101 blk: -3.8%; a7 integrin act: 15.0%; Eya2 inh: 2.2%; TSHR antag: 0.6; ELG1 repair inh: 8.0%; TCR activator: -4.1%[46.1 µM]; ASM inhibitor: 5.0%; A-T KAP1 phos: 5.7%; BCR signal inh: 1.9%; Tb PFK inh: 1.7%

What do the screens show for `CCN(CC)CCCN1CC(O)=C(c2nc3ccccc3s2)C1=N`?
Mito fusion act: -2.6%; PTAP TSG101 blk: -3.0%; a7 integrin act: -57.1%[inhibitor]; Eya2 inh: 6.8%; TSHR antag: -3.4; ELG1 repair inh: 16.9%; TCR activator: -11.9%; ASM inhibitor: -1.3%; A-T KAP1 phos: 3.1%; BCR signal inh: inconclusive; Tb PFK inh: -2.7%

What do the screens show for `COc1nc(Nc2cccc(C(F)(F)F)c2)nc(OC)n1`?
Mito fusion act: 11.1%; PTAP TSG101 blk: -5.1%; a7 integrin act: 16.4%; Eya2 inh: 23.3%; TSHR antag: -6.6; ELG1 repair inh: inconclusive; TCR activator: 1.0%; ASM inhibitor: -2.4%; A-T KAP1 phos: 0.0%; BCR signal inh: inconclusive; Tb PFK inh: -1.6%

How did Cc1ccc(NC(=O)C(OC(=O)c2ccc(F)cc2)c2ccccc2)cc1Cl (stereo not given) do in these assays?
Mito fusion act: 22.2%; PTAP TSG101 blk: -1.8%; a7 integrin act: 10.6%; Eya2 inh: 8.6%; TSHR antag: -20.9; ELG1 repair inh: 13.0%; TCR activator: 2.9%[46.1 µM]; ASM inhibitor: -6.5%; A-T KAP1 phos: 1.4%; BCR signal inh: 20.4%; Tb PFK inh: -4.1%

How did C=CCn1c(N)cc(=O)nc1SCC(=O)Nc1cccc2ccccc12 do in these assays?
Mito fusion act: -1.3%; PTAP TSG101 blk: -1.3%; a7 integrin act: -9.9%; Eya2 inh: -2.7%; TSHR antag: -3.0; ELG1 repair inh: -1.4%; TCR activator: -0.4%; ASM inhibitor: -0.6%; A-T KAP1 phos: -2.6%; BCR signal inh: -13.6%; Tb PFK inh: -3.6%

How did O=C(COC(=O)CNC(=O)c1ccc(Cl)cc1Cl)NC1CC1 do in these assays?
PTAP TSG101 blk: 0.5%; a7 integrin act: 3.4%; Eya2 inh: 3.4%; TSHR antag: -5.9; ELG1 repair inh: 17.2%; TCR activator: -2.3%; ASM inhibitor: 1.7%; A-T KAP1 phos: 10.2%; BCR signal inh: 5.7%; Tb PFK inh: 0.0%

Screens from PubChem.
